GCN5L2 inh – qHTS Assay for Inhibitors of GCN5L2; GCN5L2 HAT assay, ThioGlo1 CoA-SH fluorescence; AID 504327, 2011; 0.21% of 390,000 active; Potency, µM (titrated, usually from 58.9 µM), for inactives: at the highest dose activity change, negative = inhibition, hits mostly inhibitors; Histone acetyltransferase KAT2A (Homo sapiens), Q92830
Target sequence (Q92830 whole entry, looked up): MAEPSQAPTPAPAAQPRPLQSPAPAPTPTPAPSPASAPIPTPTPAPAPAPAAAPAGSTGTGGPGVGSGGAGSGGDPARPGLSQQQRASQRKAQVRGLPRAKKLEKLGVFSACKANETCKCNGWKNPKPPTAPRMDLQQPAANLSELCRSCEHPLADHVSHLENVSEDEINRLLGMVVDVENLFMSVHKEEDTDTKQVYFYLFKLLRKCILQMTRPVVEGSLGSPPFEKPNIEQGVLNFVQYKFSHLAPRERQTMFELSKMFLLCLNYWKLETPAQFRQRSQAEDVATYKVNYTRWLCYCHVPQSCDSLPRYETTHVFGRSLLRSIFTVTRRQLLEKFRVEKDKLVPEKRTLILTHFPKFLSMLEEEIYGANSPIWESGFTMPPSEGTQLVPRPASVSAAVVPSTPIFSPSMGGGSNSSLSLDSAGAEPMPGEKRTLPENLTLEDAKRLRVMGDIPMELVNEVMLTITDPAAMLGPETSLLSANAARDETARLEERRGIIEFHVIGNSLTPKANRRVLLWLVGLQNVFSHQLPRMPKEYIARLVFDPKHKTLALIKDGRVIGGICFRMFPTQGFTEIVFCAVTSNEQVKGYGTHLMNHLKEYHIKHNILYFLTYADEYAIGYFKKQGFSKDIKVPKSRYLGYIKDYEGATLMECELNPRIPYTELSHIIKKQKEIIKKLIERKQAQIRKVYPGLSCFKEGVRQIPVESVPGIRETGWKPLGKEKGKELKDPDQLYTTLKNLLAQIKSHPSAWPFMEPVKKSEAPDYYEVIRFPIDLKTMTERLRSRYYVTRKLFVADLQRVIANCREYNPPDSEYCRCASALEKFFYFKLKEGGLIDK
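Enzyme at 20nM final was mixed with library compounds for 15 min at room temperature. Peptide H3(1-25) at 75uM, acetyl-CoA at 70uM and ThioGlo1 at 50uM were then added. Plates were read immediately and after 20 min (Ex340nm/Em540nm).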
N370S GC – qHTS Assay for Inhibitors and Activators of N370S glucocerebrosidase as a Potential Chaperone Treatment of Gaucher Disease; Lysosomal acid glucosylceramidase (Homo sapiens), P04062; N370S GC spleen homogenate, 4MU-glucoside fluorescence; Potency, µM (highest dose often 59.4 µM), for the others: top-dose activity change, negative = inhibition, most hits filed as inhibitors; 0.092% of 330,000 active; AID 2101, 2009;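 also: 0% = full enzyme activity and -100% = no enzyme basal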
FEN1 inhibitor – qHTS Assay for the Inhibitors of Human Flap endonuclease 1 (FEN1); Recombinant FEN1 flap cleavage, fluorescence, 15 min; Potency, µM (top dose mostly 114 µM), for the others: at the highest dose activity change, negative = inhibition, usual class: inhibitors; 0.35% of 390,000 active; P39748; also: nearly all actives have a fitted effect of over 65% in size
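FEN1 at 10 nM preincubated with compounds 15 min at room temperature, then flap DNA substrate added at 50 nM final. Signal read at 0 and 15 min; concentration-response fitted with four-parameter Hill equation.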
Active calls of the source: *; ? = inconclusive; . = not tested or not shown; & = joins results of further samples. Calls follow the shape of the dose curve; as a rule, active = well fitted curve in the direction sought with a large enough effect; inconclusive = small, poorly fitted or top-dose-only effect, or another doubt; inactive = no such curve, though single readings can be large; an effect the other way counts as inactive or inconclusive. Unless noted, % is scaled to controls: 0 for no effect and ±100 for the full control effect; potency is read from the fitted curve at half-maximal effect.

SMILES	GCN5L2 inh	N370S GC	FEN1 inhibitor
O=C(COC(=O)/C=C/c1ccc(OC(F)F)cc1)NCCN1C(=O)CSC1=O	-2%	1%	9%
Nn1c(COc2ccccc2F)nnc1SCC(=O)NC1CC1	-8%	0%	6%
Cc1cc(=O)n2ccccc2c1C#N	?	?	-15%
O=C(NCCCN1CCOCC1)c1ccccc1N1C(=O)[C@@H]2Cc3c([nH]c4ccccc34)C(c3cccc(Cl)c3)N2C1=O (stereo partly drawn)	11%	-22%	-22%
CCN(CC)C(=O)Cn1cc(SCC(=O)NC2CCCC2)c2ccccc21	-6%	-7%	-1%
CCCCNC(=O)CCNS(=O)(=O)c1ccc(Br)cc1	-4%	-11%	-5%
C/C(=N\NC(=O)CSCc1cccc(Br)c1)c1ccc([N+](=O)[O-])cc1	-8%	4%	-9%
COc1ccc(OC)c(NC(=O)c2cc(S(=O)(=O)N3CCCC3)cn2C)c1	-3%	0%	16%
CC1(C)CC(=O)C(C=Nc2ccc3cn[nH]c3c2)=C(O)C1	-12%	9%	-1%
CCCCNC(=O)C(C)N(CCN(C)C)C(=O)CCCCCN1C(=O)NC(c2ccc(Cl)cc2)C(C(=O)OCc2ccccc2)=C1C (stereo not drawn)	0%	.	-21%
Cc1cc(C)c(C#N)c(SCCS(=O)(=O)Cc2ccc(Cl)cc2)n1	1%	0%	1%
CN(CC(=O)Nc1cccc(F)c1)C(=O)C1CC(=O)N(CCc2ccccc2)C1 (stereo not drawn)	-6%	-6%	0%
CCN(C(=O)c1cc2c(=O)n3ccccc3nc2n1C)C1CCCCC1	-27%	?	-3%
COC(=O)c1cc(Br)ccc1NC(=O)CCNC(=O)c1ccco1	0%	-9%	6%
CCC(Sc1nnc(-c2ccc(OC)cc2)c(-c2ccc(OC)cc2)n1)C(=O)NC1CCCCC1 (stereo not drawn)	1%	.	-2%
Cc1cccc(NC(=O)c2cnn(-c3ccccc3)c2C)c1C	-10%	0%	7%
CC(=O)Nc1ccc(NC(=O)[C@@H]2CCCN2S(=O)(=O)c2ccc3c(c2)OCCO3)cc1	-5%	0%	9%
CSc1nc2ccc(NS(=O)(=O)c3ccccc3F)cc2s1	-6%	-4%	-10%
CCN1CCN(C(=O)/C=C/c2c(F)cccc2Cl)CC1	0%	12%	-1%
N=C1S/C(=C\c2ccc(-c3ccccc3C(=O)O)o2)C(=O)N1c1ccc2c(c1)OCO2	-24%	?	?
COc1c2c(nc3occc13)C(CCC(C)(C)O)(OC)C(O)CC2 (stereo not drawn)	2%	-2%	1%
N#C/C(C(=O)N1CCOCC1)=C1\Nc2ccccc2S1	4%	10%	4%
CCOCCCNC(=O)c1ccc(N2CCOCC2)c(NS(=O)(=O)c2ccc(OC)cc2)c1	-8%	3%	-18%
O=C(Cc1cccs1)NNC(=S)NC(=O)c1ccc(F)c(F)c1	-2%	-5%	8%
CC(C(=O)Nc1cccc(S(=O)(=O)N2CCOCC2)c1)N1CCN(C/C=C/c2ccccc2)CC1 (stereo not drawn)	2%	-4%	1%
O=C(C1CCN(Cc2ccc(F)cc2)CC1)N(CCO)Cc1ccccc1	2%	0%	-5%
Cc1cc(C(=O)N2CCN(C/C=C/c3ccccc3)CC2)no1	-3%	-7%	-5%
CN(C)c1ccc(-c2noc(C3CCN(S(=O)(=O)c4cccc(C(=O)O)c4)CC3)n2)cc1	0%	-14%	-1%
O=C(COC(=O)c1ccc([N+](=O)[O-])s1)NCCc1ccccc1	-8%	.	?
Cc1c(Br)c(=O)oc2c(C)c(O)ccc12	-16%	11%	-7%

Pulled by structure from the entries so far:
SMILES	GCN5L2 inh	N370S GC	FEN1 inhibitor
O=C(C1CCN(Cc2ccc(F)cc2)CC1)N(CCO)Cc1ccccc1	2%	0%	-5%
N#C/C(C(=O)N1CCOCC1)=C1\Nc2ccccc2S1	4%	10%	4%

Carrying on.
SMILES	GCN5L2 inh	N370S GC	FEN1 inhibitor
COc1ccc(S(=O)(=O)Nc2nc3ccccc3nc2Nc2ccc3c(c2)OCO3)cc1	-14%	-7%	.
CCCCCCNS(=O)(=O)c1ccc(Cl)s1	-13%	-2%	?
COC(=O)[C@@H]1CC(O)CN1C(=O)C12CC3CC(CC(C3)C1)C2 (stereo partly drawn)	-9%	7%	19%
COC(=O)c1ccc(NC(=O)Nc2ccccc2F)cc1	2%	9%	-6%
CCc1cccc(C)c1Nc1c(-c2cccc(O)c2)nc2cnccn12	-8%	.	2%
COc1ccc(NC(=O)c2c(NCc3sccc3C)sc3c2CCCCC3)c(OC)c1	-21%	.	-20%
Cc1ccc(NC(=O)c2cncc(Br)c2)cc1S(=O)(=O)N(C)C	1%	4%	20%
O=C1OCCC1Sc1nnc(-c2ccccc2)o1 (stereo not drawn)	-3%	6%	-1%
OC(CN1CCCCC1)Cn1c2ccccc2c2ccccc21 (stereo not drawn)	?	-19%	-18%
Fc1ccc(C2N(c3ccccc3)C(=S)N3CCCN23)cc1 (stereo not drawn)	-13%	8%	14%
CCCCN(CCCC)CC(O)COc1ccccc1C(=O)Nc1ccccc1 (stereo not drawn)	13%	-13%	-10%
CC(CNc1ccccc1O)C(=O)O (stereo not drawn)	-3%	15%	-2%
COC(=O)/C=C/c1ccc(OC(=O)OC)c(OC(=O)OC)c1	-4%	-4%	-5%
CCOC(=O)c1cccc(NC(=O)c2cc3c(Cl)nc4ccc(C)cc4c3s2)c1	-7%	.	12%
Cc1ccc(NC2(c3nnnn3-c3c(C)cccc3C)CCCCC2)cc1	-7%	24%	11%

Single records, from the list above. Values in the order: GCN5L2 inh	N370S GC	FEN1 inhibitor
COC(=O)/C=C/c1ccc(OC(=O)OC)c(OC(=O)OC)c1 in the list: -4%	-4%	-5%
COC(=O)c1ccc(NC(=O)Nc2ccccc2F)cc1 in the list: 2%	9%	-6%
Cc1ccc(NC(=O)c2cncc(Br)c2)cc1S(=O)(=O)N(C)C in the list: 1%	4%	20%

Filtered by structure: the compounds so far with a Cl atom (six)
SMILES	GCN5L2 inh	N370S GC	FEN1 inhibitor
O=C(NCCCN1CCOCC1)c1ccccc1N1C(=O)[C@@H]2Cc3c([nH]c4ccccc34)C(c3cccc(Cl)c3)N2C1=O (stereo partly drawn)	11%	-22%	-22%
CCCCNC(=O)C(C)N(CCN(C)C)C(=O)CCCCCN1C(=O)NC(c2ccc(Cl)cc2)C(C(=O)OCc2ccccc2)=C1C (stereo not drawn)	0%	.	-21%
Cc1cc(C)c(C#N)c(SCCS(=O)(=O)Cc2ccc(Cl)cc2)n1	1%	0%	1%
CCN1CCN(C(=O)/C=C/c2c(F)cccc2Cl)CC1	0%	12%	-1%
CCCCCCNS(=O)(=O)c1ccc(Cl)s1	-13%	-2%	?
CCOC(=O)c1cccc(NC(=O)c2cc3c(Cl)nc4ccc(C)cc4c3s2)c1	-7%	.	12%

(list continues)
SMILES	GCN5L2 inh	N370S GC	FEN1 inhibitor
CCOC(=O)[C@H]1[C@H]2COc3ccc(C)cc3[C@@H]2N2C(=O)c3cc(Cl)ccc3NC(=O)[C@@]12C	-5%	8%	6%
CCc1ccccc1NC(=O)c1ccc2c(c1)nnn2C1CCCC1	16%	.	11%
S=C1N(c2ccccc2)CN(CCN2CCOCC2)CN1c1ccccc1	-1%	22%	24%
Cc1ccc(C)c2sc(NC(=O)C3CC3)nc12	3%	-3%	-26%
COc1cc(/C=C2/SC(=S)N(CC(=O)O)C2=O)ccc1OC(=O)c1ccco1	-11%	-15%	-7%
CCn1c(=O)c2cc(C(=O)N(C)c3ccccc3F)sc2c2ccccc21	-9%	?	-11%
Cc1ccc(C)c(OCc2nnc(SCC(=O)NC(=O)NCc3ccco3)o2)c1	-5%	-3%	8%
CC(=O)NC(Cc1c[nH]c2ccccc12)C(=O)Nc1ccc2c(c1)OCO2 (stereo not drawn)	-7%	-2%	7%
O=S(=O)(/N=S1/CC=CCN1S(=O)(=O)c1ccccc1)c1ccccc1 (stereo not drawn)	-21%	4%	?
O=c1[nH]c(C2CCN(S(=O)(=O)/C=C/c3ccccc3)CC2)nc2c1nnn2Cc1ccccc1	-11%	-2%	-4%
Cc1cc(OC(=O)c2cccs2)ccc1C(C)C	-3%	2%	-12%
Cc1ccc2c(c1)-c1c(cnn1CC(=O)N(CCC#N)c1ccccc1)CO2	-4%	7%	-9%
CCN(CC)c1ccc(NC(=O)CN2CCN(CC(=O)Nc3ccccc3OC)CC2)cc1	0%&-6%	0%	2%&-17%
Cc1c(NC(=O)/C(C#N)=C/c2cccs2)c(=O)n(-c2ccccc2)n1C	-3%	-8%	7%
CCc1ccc(NC(=O)C(=O)c2ccccc2NC(C)=O)cc1	-1%	.	-3%
O=C(NC1(C(F)(F)F)C(=O)Nc2c1c(=O)[nH]c(=O)n2Cc1ccccc1)c1ccc(Cl)cc1 (stereo not drawn)	4%	4%	-3%
CCCCn1c(-c2cccnc2)nc2cc3[nH]c(=O)c(C(C)C)nc3cc21	-1%	?	-20%
CCCCC/C=C\C/C=C\CCCCCCCC(=O)O	?	6%&-2%&-1%	.
COc1cccc(CNC(=O)CSc2nnc3c(n2)[nH]c2ccc(C)cc23)c1	-5%	-5%	0%
Cn1ccnc1SCC(=O)Nc1cccc(S(=O)(=O)N2CCCCC2)c1	-2%	0%	2%
CCOc1ccc(OCCNC(=O)C(NC(=O)c2c(F)cccc2F)C(C)C)cc1 (stereo not drawn)	1%	.	3%
Cn1c(N)c(C(=O)COC(=O)C2(c3ccc(F)cc3)CCCC2)c(=O)n(C)c1=O	-3%	0%	-11%
COc1ccc(-c2noc(CN(C(=O)c3ccc(OC(C)=O)cc3)C(C)C)n2)cc1OC	-10%	-10%	-4%
CCCN=Cc1c(CCC)[nH]n(-c2nc3ccccc3s2)c1=O	-6%	11%	-5%
O=C(CSc1nc2ccccc2c(=O)n1Cc1ccco1)c1ccc(F)cc1	2%	13%	4%
O=C(Nc1nnc(Cc2c[nH]c3ccccc23)s1)c1ccc(Cl)cc1Cl	-3%	6%	10%
Fc1cccc(/C=N/Nc2cc(N3CCOCC3)ncn2)c1	1%	2%	3%
O=C(Nc1ccc(N2CCCC2)cc1)c1ccc(Cl)cc1Cl	17%	2%	1%
CC(C)OC(=O)c1c(NC(=O)c2ccco2)sc2c1CCCC2	0%	0%	3%
CC1(C)C(=O)N(CC(=O)Nc2ccc(Br)cc2F)c2ccccc21	-29%	.	-11%
Cc1csc(NC(=O)CSc2nnc(-c3ccco3)n2C)n1	-6%	-22%	1%
Cc1oc(-c2ccccc2F)nc1CS(=O)(=O)CC(=O)NCCN(C)C1CCCCC1	4%	-3%	12%
Cc1cccc2cc(CN(Cc3ccco3)C(=O)Nc3cccc(C#N)c3)c(Cl)nc12	7%	-8%	-18%
Cc1cccc(NC(=O)CSc2nnc(C3CC3)n2CC2CCCO2)c1C (stereo not drawn)	2%	-3%	1%
COc1ccc(S(=O)(=O)N(CC(=O)NCc2ccco2)C2CCCCC2)cc1OC	-2%	3%	3%
CC(Sc1nnc(CNc2cccc3ccccc23)n1-c1ccccc1)C(=O)N/N=C/c1ccco1 (stereo not drawn)	-4%	1%	-8%
CCOc1cc(NC(=S)Nc2ccc(Cl)cc2)c(OCC)cc1NC(C)=O	-6%	-9%	-2%
CC(C)(C)C(=O)Nc1cc(S(=O)(=O)N2CCCCC2)ccc1N1CCCCC1	-8%	?	-13%
CC(=O)N1CCCC1c1nc2ccccc2n1Cc1ccc(F)cc1 (stereo not drawn)	-2%	.	-1%
CCN1CCN(CC(=O)Nc2ccc(C(C)=O)cc2)CC1	-18%	-7%	-1%
CC(=O)c1cccc(NC(=O)CSc2nc3ccccc3nc2Cc2ccc(F)cc2)c1	-10%	.	-5%
COc1ccccc1C(=O)NCCC(=O)N1CC(=O)Nc2ccccc21	-6%	-25%	-2%
COc1ccc(-c2[nH]ncc2CN2CCCN(C(=O)c3ccco3)CC2)cc1F	2%	-5%	-7%
Nc1nc(C(F)(F)F)c(Br)c(=O)n1N	-11%	-7%	-7%
CCOC(=O)N1CCC(N2Cc3cccc(C(=O)NCc4ccc5c(c4)OCO5)c3C2=O)CC1	-10%	-28%	3%
O=C(/C=C/c1ccc(Cl)c(Cl)c1)N1CCOCC1	0%	-3%	-9%
N#C/C(=C\c1cccnc1)C(=O)Nc1ccc(C(=O)O)cc1	-7%	2%	-17%
CCn1c(=O)cc(SCC(=O)NCCCN2CCN(c3ccc(F)cc3)CC2)c2ccccc21	-3%	?	0%
Cc1ccsc1/C=N/NC(=O)c1ccncc1	-7%	2%	1%
COc1ccc(-n2nc3cc(C)c(N)cc3n2)cc1Cl	-3%	?	9%
O=C(N/N=C/c1cc([N+](=O)[O-])ccc1N1CCCCCC1)c1ccccn1	-11%	11%	-13%
N#CC1=C(N)NC(=S)C(C(N)=O)C1c1ccccc1F (stereo not drawn)	-24%	-9%	-3%
COc1ccc(Nc2nccc(OC)c2C#N)cc1	-6%	-13%	0%
O=C(N[C@@H](Cc1ccccc1)C(=O)N1CCC2(CC1)NCCc1[nH]cnc12)c1cccc(F)c1	-2%	-2%	-15%
O=C(CN1CCN(C(=O)c2ccccc2)CC1)Nc1cccc(S(=O)(=O)N2CCCC2)c1	1%	1%	-5%

Screens deposited in PubChem BioAssay by National Center for Advancing Translational Sciences (NCATS).
